Screening data (PubChem BioAssay)
Bcl-xL primary = inhibitors of human Bcl-xL. Q07817. GST-Bcl-xL / FITC-Bim BH3 peptide fluorescence polarization. inhibition, % at 10.9 µM. hit rate 0.7% among 320,000. AID 2129;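 active = inhibition above the mean of all tested compounds plus 3 SD, cutoff set per campaign, cut at about 30% in these data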;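 note: 0% = DMSO wells and 100% = unlabeled Bim-BH3 peptide competitor; inhibitors lower millipolarization by displacing the labeled peptide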
Target sequence (Q07817 whole entry, looked up): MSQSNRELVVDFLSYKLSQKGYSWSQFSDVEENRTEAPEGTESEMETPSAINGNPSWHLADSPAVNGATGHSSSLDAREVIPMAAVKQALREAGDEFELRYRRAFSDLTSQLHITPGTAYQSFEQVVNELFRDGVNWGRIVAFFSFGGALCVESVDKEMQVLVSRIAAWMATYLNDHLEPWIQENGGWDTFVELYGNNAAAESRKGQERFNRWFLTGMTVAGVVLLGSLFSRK
MCL1-BIM inh = MCL1-BIM-BH3 interaction inhibition (human). Q07820. GST-MCL1 / FITC-Bim-BH3 fluorescence polarization. inhibition, % at 10.9 µM. hit rate 0.68% among 320,000;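 active = inhibition above the mean inhibition of all tested compounds plus 3 SD, set per campaign, cut at about 40% in these data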;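 note: 0% = DMSO wells and 100% = unlabeled Bim-BH3 peptide control; higher means more loss of mP so more displacement of Bim peptide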
Target sequence (Q07820 whole entry, looked up): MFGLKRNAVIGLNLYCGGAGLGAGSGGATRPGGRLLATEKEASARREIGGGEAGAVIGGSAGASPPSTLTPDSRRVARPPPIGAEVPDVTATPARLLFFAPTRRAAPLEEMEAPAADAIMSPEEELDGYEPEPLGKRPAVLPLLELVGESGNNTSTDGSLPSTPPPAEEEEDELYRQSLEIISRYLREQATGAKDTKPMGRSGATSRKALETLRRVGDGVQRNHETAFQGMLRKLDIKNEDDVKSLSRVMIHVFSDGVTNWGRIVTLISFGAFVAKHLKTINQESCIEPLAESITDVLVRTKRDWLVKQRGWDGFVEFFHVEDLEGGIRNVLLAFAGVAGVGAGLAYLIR
GLD-1 RNA inh = GLD-1-TGE RNA interaction inhibition (C. elegans); hit rate 0.44% among 320,000; purified GLD-1 + fluorescein TGE RNA, fluorescence polarization; inhibition, % at 5.96 µM; AID 2280; Q17339;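 active = percent inhibition above a per-plate cutoff, the plate mean of test compounds plus 3 SD, cut at about 30% in these data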;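 note: 0% = DMSO wells with GLD-1 and probe and 100% = wells lacking GLD-1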
PME-1 inh = blocks human protein phosphatase methylesterase 1; recombinant PME-1, FP-Rh probe fluorescence polarization; AID 2130; inhibition, % at 5.9 µM; Q9Y570; hit rate 0.53% among 320,000;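 active = inhibition above the campaign mean of all compounds plus 3 SD, cut at about 26% in these data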;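 note: competitive labeling of PME-1 active site by serine hydrolase directed probe; 0% = PME-1 with DMSO and 100% = wells lacking PME-1 enzyme; inhibitors block probe labeling so polarization falls and inhibition rises; many of its hits are not listed in these tables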
Target sequence (Q9Y570 whole entry, looked up): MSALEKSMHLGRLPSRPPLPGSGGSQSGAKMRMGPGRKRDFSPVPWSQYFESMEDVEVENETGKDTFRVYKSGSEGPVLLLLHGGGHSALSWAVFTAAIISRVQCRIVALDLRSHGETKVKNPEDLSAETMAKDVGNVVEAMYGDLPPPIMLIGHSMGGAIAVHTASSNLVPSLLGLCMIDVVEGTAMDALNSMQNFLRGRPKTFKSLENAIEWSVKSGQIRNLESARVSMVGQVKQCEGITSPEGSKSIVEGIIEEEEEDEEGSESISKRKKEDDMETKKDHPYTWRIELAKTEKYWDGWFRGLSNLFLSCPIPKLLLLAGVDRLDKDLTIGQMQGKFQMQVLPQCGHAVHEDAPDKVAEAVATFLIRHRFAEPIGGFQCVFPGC
pPAFAH FP inh = pPAFAH (human) enzyme inhibition; Q13093; recombinant pPAFAH, FP-rhodamine probe fluorescence polarization; inhibition, % at 3.39 µM; hit rate 1.5% among 330,000; AID 463082;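 active = inhibition above the mean inhibition across the screen plus 3 SD, cut at about 25% in these data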;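 note: inhibitors block binding of the rhodamine activity-based probe so polarization drops; 0% = enzyme with DMSO and 100% = wells lacking pPAFAH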
PAFAH1B2 FP inh = PAFAH1B2 (human) inhibition; P68402; recombinant PAFAH1B2, FP-rhodamine activity probe, fluorescence polarization; inhibition, % at 3.39 µM; hit rate 1.2% among 340,000; AID 492953;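 active = inhibition above the mean of all tested compounds plus 3 SD, cut at about 24% in these data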;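 note: 0% = enzyme with DMSO and 100% = wells lacking PAFAH1B2; many of its hits are not listed in these tables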
Fam108B inh = counter-screen for RBBP9 inhibitors: inhibitors of mouse Fam108B | recombinant Fam108B, FP-Rh probe fluorescence polarization | inhibition, % at 9.51 µM | hit rate 0.33% among 300,000;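 active = inhibition above the screen mean inhibition plus 3 SD, computed separately per campaign, cut at about 18% in these data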;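 note: inhibitors lower polarization as less probe binds the enzyme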
AHR act = activates the human aryl hydrocarbon receptor; AHR-responsive luciferase reporter cells, luminescence; P35869; activation, % at 5 µM; hit rate 2.5% among 320,000; in the data active = activation above about 47%;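 note: 0% = vehicle wells and 100% = reference agonist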
MEX-5 binding = C. elegans MEX-5 TCR-2 RNA binding activity; activity score (negative = inhibition of binding), % at 10 µM; Q9XUB2; MEX-5/FITC-TCR2 RNA binding, fluorescence polarization; hits give low values; hit rate 0.38% among 300,000;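 active = inhibition past about -25% in most replicates, and total fluorescence under double the plate's negative control median, limit read from the data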;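 note: 0% = DMSO and -100% = 5 µM competing unlabeled TCR2 RNA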
The depositor's hits bear a star; · = no result given.

Structure,Bcl-xL primary,MCL1-BIM inh,GLD-1 RNA inh,PME-1 inh,pPAFAH FP inh,PAFAH1B2 FP inh,Fam108B inh,AHR act,MEX-5 binding
CC(C)OC(=O)c1cn(-c2ccccc2)nc1-c1ccc2c(c1)OCCO2,-2,-3,7,-10,0,1,-3,0,2.0
CCc1ccc(/C=C\C(=O)N2CCCC2)cc1,5,7,0,-8,2,4,-3,-7,-1.8
CC(C)(CNC(=O)c1cccs1)N1CCOCC1,1,-1,-1,3,4,2,·,-1,·
CC(C)(C)NC(=O)C1CCN(c2ccc(S(=O)(=O)N3CCOCC3)cc2Cl)CC1,-3,-1,-3,-8,2,2,3,1,4.2
CCN(C(=O)COC(=O)c1ccc(C)c(S(=O)(=O)N2CCOCC2)c1)C1CCS(=O)(=O)C1 (stereo not given),2,2,-5,2,-1,9,10,0,-0.3
O=C(Nc1ccc(Cl)cc1)c1ccc2c(=O)n3c(nc2c1)CCCCC3,-1,-4,2,-12,4,9,-11,7,-0.1
CC(C(=O)N1CCCC1)N(C)CC(=O)Nc1cccc(F)c1 (stereo not given),-4,-1,8,2,-4,0,·,1,·
O=C(c1ccc([N+](=O)[O-])s1)N1CCc2ccccc21,-4,-10,0,-6,-4,4,1,-6,-2.3
NS(=O)(=O)c1cccc(NC(=O)CSc2nnc(-c3ccccc3)o2)c1,·,·,-2,·,-1,-1,·,27,·
O=C1c2sc3nc4n(c(=O)c3c2CCC1Br)CCCCC4 (stereo not given),30*,36,1,-3,6,3,-4,1,-0.3

The listing continues:
Structure,Bcl-xL primary,MCL1-BIM inh,GLD-1 RNA inh,PME-1 inh,pPAFAH FP inh,PAFAH1B2 FP inh,Fam108B inh,AHR act,MEX-5 binding
CCC(C)c1ccc(NC(=O)N2CCN(C(=O)C3CCCO3)CC2)cc1 (stereo not given),10,9,0,-4,6,2,-3,3,-2.3
Nc1c(-c2ccccc2)c(CSc2nc3ccccc3[nH]2)nn1-c1cccc(C(=O)O)c1,7,4,-2,6,-3,6,1,2,0.1
CC1(C)CC(=O)C(C(c2ccc(Br)cc2)C2C(=O)CC(C)(C)CC2=O)C(=O)C1,7,7,-2,-1,4,1,-2,-1,0.8
Cc1cccn2c(=O)c3cc(C(=O)NCCCn4ccnc4)n(C)c3nc12,44*,47*,5,7,7,2,-2,-12,-20
Cc1ccc(N2CC(C(=O)Nc3c(C)n(C)n(-c4ccccc4)c3=O)CC2=O)cc1 (stereo not given),3,5,1,0,4,1,1,1,3.4
C/C(=N\Nc1nncc2ccccc12)c1ccc(C(C)(C)C)cc1,4,5,5,7,4,6,3,0,2.0
NC(N)=NC(N)=Nc1ccc(SC(F)(F)F)cc1,4,8,5,1,-2,4,5,-3,1.0
CCn1nc(C(=O)Nc2cccc(C(F)(F)F)c2)c(Cl)c1Cl,3,1,-1,-5,-1,-2,-3,45,0.0
CCCCn1c(=O)[nH]c(=O)c2c1nc(-c1ccc(C)c([N+](=O)[O-])c1)n2CC,0,0,10,16,3,-3,-3,6,1.9
O=C(Nc1nccs1)c1cc([N+](=O)[O-])ccc1Cl,1,4,7,-5,0,8,0,0,-0.7

Later entries
Structure,Bcl-xL primary,MCL1-BIM inh,GLD-1 RNA inh,PME-1 inh,pPAFAH FP inh,PAFAH1B2 FP inh,Fam108B inh,AHR act,MEX-5 binding
O=C(CSc1nnc(Cc2cc(=O)[nH]c(=O)[nH]2)n1-c1ccccc1)NCC1CCCO1 (stereo not given),16,13,25,-4,4,6,2,1,-7.2
O=C(NCC(c1ccccc1Cl)N1CCCC1)C1CCN(C(=O)Nc2ccccc2)CC1 (stereo not given),1,-3,3,-1,1,-9,·,3,·
CN(Cc1nc(Cc2cccc(C(F)(F)F)c2)no1)C1CC(C)(C)NC(C)(C)C1,7,6,-7,-5,3,2,-2,2,0.3
O=C(NCCN1CCOCC1)C1CCN(c2ncnc3c2sc2cccc(F)c23)CC1,3,3,-2,-2,-6,4,1,-1,-2.7
C/C(=N\NC(=O)C(O)c1ccccc1)c1ccc(Cl)s1 (stereo not given),0,5,-4,5,3,6,2,6,1.4
Cc1ccc(SCCNC(=O)CN(c2ccc3c(c2)OCO3)S(C)(=O)=O)cc1,10,1,-2,3,2,6,1,6,0.2
Cc1cc(=O)oc2cc(OC(C)C(=O)NCCc3ccc(S(N)(=O)=O)cc3)ccc12 (stereo not given),3,10,-4,-6,1,1,1,0,0.0
COc1cc(NC(=S)NCc2ccco2)cc(OC)c1OC,7,8,5,-2,1,11,2,27,1.2
Cc1cc(=O)[nH]c(-n2[nH]c(C)cc2=O)n1,7,15,1,-2,3,1,3,8,15
Cc1ccsc1CNCC(O)c1ccccc1 (stereo not given),4,-3,6,-4,3,4,2,-1,1.1

(listing goes on)
Structure,Bcl-xL primary,MCL1-BIM inh,GLD-1 RNA inh,PME-1 inh,pPAFAH FP inh,PAFAH1B2 FP inh,Fam108B inh,AHR act,MEX-5 binding
CCOc1ccccc1CN1CCC(n2nccc2NC(=O)CCc2ccccc2)CC1,-4,-5,1,-1,2,1,-3,6,-1.8
O=C(/C=C/c1ccc2c(c1)OCO2)Nc1cc(S(=O)(=O)N2CCOCC2)ccc1N1CCOCC1,6,-5,-2,5,10,4,1,-1,2.4
OC1=C(O)c2nc3cc(F)ccc3nc21,-1,2,4,4,0,·,0,14,-4.8
O=C(NCCc1c[nH]c2ccccc12)C1CCCN(S(=O)(=O)c2ccccc2)C1 (stereo not given),0,-1,7,9,10,23,1,15,1.1
Nc1ccc(-c2nc3c(Cl)cc(N)cc3[nH]2)cc1,11,9,-1,7,9,4,4,-4,0.9
O=C(Nc1nc(=O)c2ccccc2s1)c1ccc(F)cc1,-4,2,-3,-13,-1,3,-4,-1,0.2
CN1CCC(OC(=O)C23CCC(C)(C(=O)O2)C3(C)C)CC1 (stereo not given),8,4,1,3,2,-2,0,-2,-1.7
Nc1c(C(=O)NCc2ccco2)c2nc3ccccc3nc2n1CCc1ccccc1F,6,-2,-3,18,10,1,7,-8,2.9
CCCN(CCC)S(=O)(=O)c1nc2nc(C)cc(C)n2n1,-2,-1,-1,-1,-9,3,4,-1,-3.2
O=C(Nc1ccccc1)c1ccc(NCCN2CCOCC2)c(S(=O)(=O)N2CCOCC2)c1,9,6,5,-4,5,0,1,0,-0.5

Following part.
Structure,Bcl-xL primary,MCL1-BIM inh,GLD-1 RNA inh,PME-1 inh,pPAFAH FP inh,PAFAH1B2 FP inh,Fam108B inh,AHR act,MEX-5 binding
CCCSCCCNC(=O)c1cc2c(s1)CS(=O)(=O)C2,5,7,-1,-5,5,-6,-7,-2,1.7
CC(C)c1ccc(NC(=O)C2=NNC(=O)CC2)cc1,-1,-2,4,5,7,4,0,1,-2.9
COc1cc(N)cc(NC(=O)c2ccncc2)c1,4,8,5,-3,3,0,4,31,-1.2
O=C(Oc1cc(-c2ccccc2)no1)c1ccc(F)cc1,3,0,-3,3,7,6,0,8,0.5
CCOC(=O)COc1ccc(C2NC(C(=O)O)CS2)cc1 (stereo not given),2,2,2,-3,-4,4,4,-1,-1.8
Cc1c(C(=O)N(Cc2cccs2)C2CCS(=O)(=O)C2)oc2ccccc12 (stereo not given),3,-1,-1,1,7,0,-55,5,-1.6
Cc1cccc(Nc2nc(N)nc(-c3oc4ccccc4c3C)n2)c1,-2,5,0,-48,-29,-5,-23,-7,2.2
Cn1c(=O)c2c(nc(NCC3CCCO3)n2Cc2ccccc2)n(C)c1=O (stereo not given),5,2,1,0,0,-2,6,1,3.2
O=C(CN1C(=O)NC2NC(=O)NC21)NC1CCCCC1 (stereo not given),6,2,-3,-2,-2,3,4,10,3.9
O=C(c1cc2cc(C(F)(F)F)ccc2s1)N1CCOCC1,0,-6,-5,-2,8,2,-2,-3,-0.7

Further results:
Structure,Bcl-xL primary,MCL1-BIM inh,GLD-1 RNA inh,PME-1 inh,pPAFAH FP inh,PAFAH1B2 FP inh,Fam108B inh,AHR act,MEX-5 binding
NC(=O)c1sc2nc(-c3cccs3)ccc2c1N,-9,-4,3,1,1,2,-2,8,-2.0
COc1ccccc1N(CC(=O)NCC1CCCO1)C(=O)CCC(=O)Nc1nccs1 (stereo not given),-1,7,2,7,1,3,-3,3,0.7
O=C(CCN1C(=O)S/C(=C\c2cccs2)C1=O)Nc1nccs1,0,-3,1,-4,3,-3,-18,2,-3.9
COc1ccc(OCC(=O)Nc2cc3oc4ccccc4c3cc2OC)cc1,2,-4,1,-15,-3,-5,-15,4,-0.2
NC(=O)C1=C[C@@H](c2coc3ccccc3c2=O)C[C@@H](OCc2ccc(CO)cc2)O1,7,11,4,1,3,6,5,-3,0.0
CCN1CCN(C(c2cccs2)C(C)NC(=S)Nc2cc(C)ccc2C)CC1 (stereo not given),6,9,-5,-5,5,1,-4,0,·
COc1ccc(CCC(=O)Nc2ccc(C)c(S(=O)(=O)N(C)C)c2)cc1OC,8,8,8,-1,3,-6,5,2,-1.1
O=C(COC(=O)c1nn(-c2ccccc2)c(=O)c2ccccc12)NC1CCS(=O)(=O)C1 (stereo not given),-6,-8,-3,-4,-2,9,0,2,1.1
COc1cc2c(cc1OC)CN(c1ccc(C(F)(F)F)cn1)CC2,-2,-3,6,3,6,3,2,-4,0.6
CCOc1ccc(NC(=O)c2ccccc2OCC(=O)c2ccccc2)cc1,4,3,0,-19,-9,0,-17,6,0.0

Continued.
Structure,Bcl-xL primary,MCL1-BIM inh,GLD-1 RNA inh,PME-1 inh,pPAFAH FP inh,PAFAH1B2 FP inh,Fam108B inh,AHR act,MEX-5 binding
O=C(COC(=O)Cc1c(F)cccc1Cl)NCCC1=CCCCC1,-1,3,1,-1,8,7,0,2,1.8
COc1ccc(CC(C)N2CCN(c3ccccc3OC)CC2)cc1OC (stereo not given),-1,-5,10,-4,-1,3,2,-4,-0.2
CSc1nc(C)c2c(n1)N(c1ccc(O)cc1)CC2,14,0,5,8,6,6,1,1,-0.1
CCNc1nc(SC(C)C(=O)OC)nc(N2CCOCC2)n1 (stereo not given),-7,-1,-4,-6,-9,5,-2,5,-0.8

Some of the compounds tested; rates above refer to the full screens.
